High-throughput results deposited in PubChem by National Center for Advancing Translational Sciences (NCATS).
Pf growth 48h = P. falciparum growth inhibition at 48 hours (one generation) | P. falciparum luciferase growth in erythrocytes, 48 h | Potency, µM (series often up to 28.7 µM), without a hit: at the highest dose activity change, negative = inhibition, actives largely listed as inhibitors | actives 5.9% (n = 310,000); further: potency means the concentration at half of the fitted maximal effect; on the % scale 0 is the no-effect control and ±100 the full control effect
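Luciferase-expressing parasites in RBCs, 2% Hct / 0.1% parasitemia final; RPMI 1640 + 0.5% Albumax; 37 C, 5% CO2, one generation; luminescence read-out, lower signal = inhibition.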
Pf growth 96h = P. falciparum growth inhibition at 96 hours | actives 6.9% (n = 320,000) | Potency, µM (series often up to 28.7 µM), inactives show at the top dose activity change, negative = inhibition, hits mostly inhibitors | P. falciparum luciferase reporter growth, 96 h | AID 504834; further: potency means the concentration at half of the fitted maximal effect; on the % scale 0 is the no-effect control and ±100 the full control effect
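Plates of compound plus infected erythrocytes (2% hematocrit, 0.05% parasitemia final) incubate 96 hours, 37 C, 5% CO2. Detection reagent added; reduced luminescence from the parasites' luciferase reporter flags inhibition.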
Tb PYK inh = T. brucei pyruvate kinase inhibition. Q57TT1. TbPYK enzyme, Kinase-Glo Plus ATP luminescence, 45 min. Potency, µM (series often up to 76.8 µM), for inactives: at the top dose activity, negative = inhibition, actives largely listed as inhibitors. actives 0.12% (n = 410,000). AID 624173; further: potency means the concentration at half of the fitted maximal effect; on the % scale 0 is the no-effect control and ±100 the full control effect; nearly all actives have a fitted effect of over 50% in size
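TbPYK + substrate in 50 mM TEA pH 7.2, 100 mM KCl, 10 mM MgCl2, 0.05% BSA, 0.01% Tween-20; cpd pinned; ADP 130 uM final; 45 min RT; Kinase-Glo Plus 10 min; luminescence endpoint.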
Shiga toxin inh = inhibitors of Shiga toxin in Vero cells | Vero cells, Shiga toxin protein synthesis inhibition reporter | actives 9.2% (n = 290,000) | inhibition, % at 38.7 µM; in the data active means inhibition mostly above about 28%, no sharp cut-off; inactive means mostly below about 43%; further: 0% is about no effect
AMA1 RON2 block = AMA1-RON2 (P. falciparum) interaction inhibition; actives 0.2% (n = 360,000); AlphaScreen AMA1-biotinylated RON2 peptide binding; Potency, µM (top dose mostly 58.2 µM), inactives show at the highest dose activity change, negative = inhibition, actives largely listed as inhibitors; AID 720542;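 further: potency means the concentration at half of the fitted maximal effect; 0% = vehicle wells and -100% = peptide control; nearly all actives have a fitted effect of over 45% in size; some results filed as inactive show a strong effect at the top dose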
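AMA1 (3D7) with his tag at 25 nM final met compounds first, then biotinylated RON2 peptide at 25 nM; detection used donor plus acceptor beads, 10 µg/mL apiece, read by AlphaScreen after 30 min at room temperature.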
Cycloheximide cs = counter-screen for Shiga toxin inhibitors: cycloheximide protein synthesis inhibition | cell reporter, cycloheximide protein synthesis inhibition counterscreen | max response, % | actives 12% (n = 300,000); in the data active means max response mostly above about 13%, no sharp cut-off; inactive means mostly below about 14%; further: read at 38.3 µM for the half of the compounds with a filed dose; 0% is about no effect
LmPK inhibitor = inhibitors of Leishmania mexicana pyruvate kinase. actives 0.37% (n = 290,000). Potency, µM (series often up to 57.5 µM), for inactives: top-dose activity change, negative = inhibition, usual class: inhibitors. purified LmPK, Kinase-Glo ATP luminescence, 1 h. AID 1721; further: potency means the concentration at half of the fitted maximal effect; on the % scale 0 is the no-effect control and ±100 the full control effect
Target sequence (Q27686 whole entry, looked up): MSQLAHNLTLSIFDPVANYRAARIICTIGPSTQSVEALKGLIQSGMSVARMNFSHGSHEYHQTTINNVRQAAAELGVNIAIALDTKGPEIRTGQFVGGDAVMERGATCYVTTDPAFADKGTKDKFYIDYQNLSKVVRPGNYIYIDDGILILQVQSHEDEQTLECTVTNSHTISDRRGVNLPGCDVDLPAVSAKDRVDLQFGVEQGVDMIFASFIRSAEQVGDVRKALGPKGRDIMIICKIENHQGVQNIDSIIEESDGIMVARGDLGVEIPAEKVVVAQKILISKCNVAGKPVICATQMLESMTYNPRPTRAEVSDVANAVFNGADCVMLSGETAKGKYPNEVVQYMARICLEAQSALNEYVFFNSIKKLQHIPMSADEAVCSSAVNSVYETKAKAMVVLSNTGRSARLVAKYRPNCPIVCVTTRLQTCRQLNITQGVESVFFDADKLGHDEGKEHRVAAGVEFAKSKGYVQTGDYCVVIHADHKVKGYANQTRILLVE
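Kinase-Glo luminescence read after 1 h RT reaction of 0.1 nM LmPK with 0.5 mM PEP and 0.1 mM ADP. Activity scaled between uninhibited and enzyme-free controls.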
* marks the source's active call; other numbers are inactive results; ? = inconclusive; . = not tested or not shown; [ ] = dose if it differs, or a comment. Unless noted, the call rests on the fitted dose curve; in most records, active means well fitted curve in the direction sought with a large enough effect; inconclusive means small, poorly fitted or top-dose-only effect, or another doubt; inactive means no such curve, though single readings can be large; an effect the other way counts as inactive or inconclusive. The order is random. Share with any hit: about 21%.

SMILES	Pf growth 48h	Pf growth 96h	Tb PYK inh	Shiga toxin inh	AMA1 RON2 block	Cycloheximide cs	LmPK inhibitor
CCOc1ccc(CNC(=O)CCCn2nc(CC)n3c(cc4occc43)c2=O)cc1	-15%	56%[activator]	-1%	33	-4%	7	6%
COc1cc(N2C(=O)CSC2=S)cc(OC)c1OC	-8%	8%	-3%	-9	-13%	-4	12%
Cc1occc1C(=O)N/N=C/c1cnn(C)c1C	99%[activator]	10%	-16%	62*	32%[activator]	33*	16µM*
CCOC(=O)N1CCN(c2c(N3CCN(C(=O)OCC)CC3)c(=O)c2=O)CC1	8%	4%	-6%	-8	15%	1	4%
CCCCc1ccc(NC(=S)NCCO)cc1	18%	?	-3%	39	-1%	17	-1%
CCCc1cc(=O)[nH]c(SCC(=O)c2cc(C)n(-c3cc(C)on3)c2C)n1	17%	13%	2%	3	3%	14	2%
CC(=O)C1=C(O)C(=O)N(c2cc(C(C)(C)C)on2)C1c1ccc(Br)cc1 (configuration not stated)	10µM*	.	13%	16	11%	-1	4%
Clc1ccc(C2NCCc3[nH]cnc32)cc1 (configuration not stated)	6%	?	5%	-3	14%	-1	-8%
CCC(=O)c1ccc(OC(=O)c2cnccn2)cc1	34%	38%[activator]	-8%	-8	0%	-1	2%
CC(=O)OCCNC(=O)c1cccnc1	.	?	4%	-5	3%	-4	6%
CCOc1ccc(NC(=S)Nc2ccc(OCc3ccccc3)cc2)cc1	-24%	-12%	-1%	4	-1%	11*	6%
CC1(C)N=C(N)NC(Nc2cccc(Br)c2)=N1	.	1.2µM*	1%	-13	-27%	-5	-3%
N#Cc1ccc(NC(=O)c2cc(=O)c3ccccc3o2)cc1	21%	3%	3%	-8	-1%	1	0%
Nc1ccc(Nc2ccccc2)c(S(=O)(=O)O)c1	9%	5%	-8%	-9	-25%	1	8%
O=C(c1cccc(C(F)(F)F)c1)N1CCC(O)(CS(=O)(=O)Cc2ccccc2)CC1	1%	0%	.	-4	-4%	-1	6%
CCOC(=O)c1ccc(N/C=C2\CCCCC2=O)cc1	.	.	1%	48*	1%	25*	-10%
COc1ccccc1OCc1ccc(C(=O)N2CCOCC2)o1	37%[activator]	18%	1%	16	0%	-1	-3%
O=C(CSc1nnc(C2CC2)n1Cc1ccco1)NCC(F)(F)F	60%[activator]	-9%	0%	13	3%	5	6%
C/C(=N\NC(=O)C(O)(c1ccccc1)c1ccccc1)c1ccc(NC(=O)CCCC(=O)O)cc1	35%	-17%	0%	-4	72%[activator]	4	2%
Cc1ccc(-c2noc(CCC(=O)NCC3CCCO3)n2)cc1 (configuration not stated)	.	34%[activator]	-4%	2	8%	-3	4%
O=C(CNc1ccc(F)cc1)N/N=C/c1c(O)ccc2ccccc12	.	23%	1%	3	46%[activator]	-5	4%
COC(=O)CCCNC(=O)c1ccc2nc(Cc3ccc(OC)cc3)oc2c1	0%	33%[activator]	0%	60	-4%	14*	3%
COc1ccc(Nc2ccc([N+](=O)[O-])cn2)cc1	73%[activator]	-17%	5%	38*	0%	37*	-1%
Cc1ccc(NC(=O)C(C)OC(=O)CCN=C2NS(=O)(=O)c3ccccc32)cc1 (configuration not stated)	41%[activator]	16%	5%	.	3%	.	.
Nc1ccccc1C(=O)OCC(=O)c1ccc2c(c1)OCCO2	168%[activator]	177%[activator]	-19%	74*	8%	31*	14µM*
Continuation.
SMILES	Pf growth 48h	Pf growth 96h	Tb PYK inh	Shiga toxin inh	AMA1 RON2 block	Cycloheximide cs	LmPK inhibitor
CN(C(=O)COC(=O)c1ccc2c(c1)OCO2)c1c(N)n(Cc2ccccc2)c(=O)[nH]c1=O	-5%	-1%	-7%	.	0%	.	.
COCCOCCn1cnc2ccccc21	.	-8%	-4%	-7	4%	4	-6%
COc1ccc(CN(C)C(=O)c2cccc(Oc3ccccc3)c2)c(OC)c1OC	-15%	-2%	3%	2	-3%	-5	-1%
Cc1cc(C(=O)Nc2ccccc2N2CCCCC2)no1	4%	-3%	3%	-4	-12%	1	-3%
CCOc1ccc2nc(SCC(=O)NCc3ccc4c(c3)OCO4)[nH]c2c1	-16%	-10%	-8%	-8	-1%	-1	1%
CCOC(=O)C1=C(C)N=c2s/c(=C\C(=O)OC)c(=O)n2C1c1ccc(OC)cc1 (configuration not stated)	?	-24%	-19%	-9	-10%	-1	3%
c1ccc(NC2=NCCN2CC2CCC2)cc1	-8%	60%[activator]	2%	.	4%	.	.
CCc1cc2c(SCC(=O)O)ncnc2s1	4%	8%	3%	-17	3%	5	4%
COc1ccccc1-c1nc(S(=O)(=O)c2ccccc2)c(N2CCCCC2)o1	-13%	39%[activator]	2%	23	-15%	-3	6%
C[C@H](NC(=O)OCc1ccccc1)C(=O)N[C@@H](Cc1c[nH]c2ccccc12)C(=O)O	19%	?	-5%	.	-2%	.	.
COC(=O)c1[nH]c2cc(OC)c(OC)cc2c1NC(=O)CN1C[C@H]2C[C@@H](C1)c1cccc(=O)n1C2	-6%	?	-11%	.	-5%	.	.
COc1ccc2nc(SCCN(C)C)[nH]c2c1	19%	25%	1%	6	3%	4	-6%
Cc1cccc(-n2c(CNC(=O)c3ccccc3)nnc2SCC(=O)Nc2nccs2)c1	-15%	8%	-13%	-6	11%	-4	0%
CCN(CC)c1ccc(/C=C2\CCC(/C=C(\C#N)C(=O)Nc3ccccc3F)=C2N2CCOCC2)cc1	26%	55%[activator]	-19%	-6	-3%	6	11µM*
Cc1cc(NC(=O)CSc2nc(=O)cc(N)n2-c2ccc(Cl)cc2)no1	1%	?	4%	-4	-1%	5	-2%
O=C(CSc1nnc(-c2n[nH]c3ccccc23)n1-c1ccccc1)Nc1ccccc1Cl	?	?	0%	11	11%[11.6 µM]	-5	1%
CCOC(=O)C1CCN(c2c(NCc3ccc(C(=O)Nc4ccc(C)cc4)cc3)c(=O)c2=O)CC1	4.7µM*	4.1µM*	0%	29	-7%	0	4%
Cc1ccc(NC(=O)Cn2c(O)c(N=NC(=O)c3cc([N+](=O)[O-])ccc3O)c3ccccc32)cc1	25%	61%[activator]	.	9	.	8	-1%
CC(OC(=O)CN1C(=O)NC(C)(C)C1=O)C(=O)c1ccccc1 (configuration not stated)	.	28%	-9%	27	-1%	1	-1%
COc1ccc(-c2c(O)c(C#N)c(-c3ccccc3)n(-c3ccc(OC)cc3)c2=O)cc1	7%	-5%	0%	-4	2%	-1	-3%
O=C(CSc1nnc(Cc2ccccc2)n1-c1ccccc1)NNC(=O)Cc1ccccc1	-3%	6%	9%	-10	40%[activator]	1	2%
COc1ccc(F)cc1S(=O)(=O)N1CC(C)CC(C)C1 (configuration not stated)	.	-29%	3%	22	18%	1	1%
Cn1c(=O)cc(SCC(=O)N2CCC3(CC2)OCCO3)c2ccc(Cl)cc21	-9%	0%	-2%	2	-7%	-2	0%
O=C(Cn1c(=O)n(Cc2ccco2)c(=O)c2ccccc21)NCC1CCCO1 (configuration not stated)	0%	82%[activator]	-15%	-2	-8%	1	-13%
Cc1ccc(S(=O)(=O)NC(C)C(=O)N2CCOCCOCCOCCOCC2)cc1 (configuration not stated)	11%	44%[activator]	-4%	-6	-7%	9	0%

Reformatted: entries from further up
mol | Pf growth 48h | Pf growth 96h | Tb PYK inh | Shiga toxin inh | AMA1 RON2 block | Cycloheximide cs | LmPK inhibitor
O=C(CSc1nnc(C2CC2)n1Cc1ccco1)NCC(F)(F)F | 60%[activator] | -9% | 0% | 13 | 3% | 5 | 6%
O=C(CSc1nnc(Cc2ccccc2)n1-c1ccccc1)NNC(=O)Cc1ccccc1 | -3% | 6% | 9% | -10 | 40%[activator] | 1 | 2%
COc1ccccc1OCc1ccc(C(=O)N2CCOCC2)o1 | 37%[activator] | 18% | 1% | 16 | 0% | -1 | -3%
Clc1ccc(C2NCCc3[nH]cnc32)cc1 (configuration not stated) | 6% | ? | 5% | -3 | 14% | -1 | -8%

The main list resumes, repeating the 5 entries before the break.
SMILES	Pf growth 48h	Pf growth 96h	Tb PYK inh	Shiga toxin inh	AMA1 RON2 block	Cycloheximide cs	LmPK inhibitor
O=C(CSc1nnc(Cc2ccccc2)n1-c1ccccc1)NNC(=O)Cc1ccccc1	-3%	6%	9%	-10	40%[activator]	1	2%
COc1ccc(F)cc1S(=O)(=O)N1CC(C)CC(C)C1 (configuration not stated)	.	-29%	3%	22	18%	1	1%
Cn1c(=O)cc(SCC(=O)N2CCC3(CC2)OCCO3)c2ccc(Cl)cc21	-9%	0%	-2%	2	-7%	-2	0%
O=C(Cn1c(=O)n(Cc2ccco2)c(=O)c2ccccc21)NCC1CCCO1 (configuration not stated)	0%	82%[activator]	-15%	-2	-8%	1	-13%
Cc1ccc(S(=O)(=O)NC(C)C(=O)N2CCOCCOCCOCCOCC2)cc1 (configuration not stated)	11%	44%[activator]	-4%	-6	-7%	9	0%
Cc1nc2nc(-c3ccco3)[nH]n2c(=O)c1Cc1ccccc1	17%	.	-5%	-6	-3%	10	0%
CCOc1ccc(NS(=O)(=O)c2cc3c4c(c2)CCN4C(=O)CC3)cc1	-4%	-13%	1%	.	2%	.	.
CCOc1ccc2c(c1)c(N=NC(N)=S)c(O)n2C	9.3µM*	5.2µM*	-8%	4	58%[activator]	-2	-12%
Cc1cccc(Nc2cc(=O)[nH]c(=O)[nH]2)c1	-7%	12µM*	1%	-4	3%	-2	-2%
O=C(COC(=O)C1CC2CCCC(C1)C2=O)NC1CCCCC1 (configuration not stated)	3%	-21%	-4%	.	3%	.	.
CCn1c(=O)n(-c2ccc(Cl)cc2)c(=O)c2c3c(sc21)COC(C)(C)C3	?	7.4µM*	-7%	-12	18%	-1	3%
CCCCc1nnc(SCCSc2nnc(CCCC)n2N)n1N	-12%	13µM*	-6%	22	-15%	6	0%
Oc1ccc(/C=N/N(Cc2ccccc2)c2ccccc2)cc1	?	?	-5%	-6	?	3	5%
CCN1C(=O)[C@H]2[C@@H](c3ccc(C)cc3)N3C(=O)N(c4cccc(F)c4)C(=O)[C@@]3(CC)[C@H]2C1=O	1%	?	0%	-4	24%	-2	0%
Cn1c(=O)c2c(nc(NCCNC(=O)c3ccco3)n2Cc2ccc(Cl)cc2Cl)n(C)c1=O	?	18%	-5%	34	-6%	-3	4%
C[C@@H]1CC2OC(=O)[C@@]3(C)C(=O)CC[C@@](C)(C23)[C@@]1(O)CCc1ccoc1 (some centres not stated)	4%	40%[activator]	-7%	-4	3%	26*	5%
COc1cccc(Nc2nc(C)nc3c2oc2ccccc23)c1	6%[0.00184 µM]	-2%	1%	31	-4%	11	1%
O=C1CC(c2cccs2)Cc2nc(NCC3CCCO3)ncc21 (configuration not stated)	1%	63%[activator]	-3%	24	4%	-3	5%
